Compound activity: PubChem, several laboratories
LRH-1 inv ag: LRH-1 (NR5A2) inverse agonists, primary screen, cell-based, luminescence, HEK293T, StAR-luciferase reporter; Nuclear receptor subfamily 5 group A member 2 (Homo sapiens), O00482; LRH-1 transfected, 24 h; inhibition, % at 3.6 µM; 360,000 compounds, 0.13% hits; AID 602396, 2012;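 active = inhibition above the mean inhibition of all tested compounds plus 3 SD, cut at about 73% in these data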;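 also: 0% = DMSO wells and 100% = reporter-only cells lacking LRH-1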
COUP-TFII inh: NR2F2 transcriptional activity inhibitors, primary screen, cell-based, luciferase reporter, HEK293T, luminescence; HEK293T NGFI-A luciferase reporter; 370,000 compounds, 0.7% hits; inhibition, % at 8.6 µM; COUP transcription factor 2 (Homo sapiens), P24468;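 active = inhibition above a per-plate cutoff, mean inhibition of test wells between control levels plus 3 SD, cut at about 38% in these data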;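 also: cells cotransfected with COUP-TFII expression vector driving the NGFI-A reporter; 0% = median of COUP-TF2 test wells and 100% = reporter-only cells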
C8 TRAIL sens: viability loss with TRAIL in NB7+C8 cells, primary screen, TRAIL sensitizer project, cell-based, ATPlite luminescence. inhibition (viability loss, TRAIL sensitization), % at 10 µM. 360,000 compounds, 1% hits. AID 624354, 2012;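 active = compounds causing at least 50% loss of cell viability in the single-dose screen, relative to plate controls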
NCOA2 inhibitor: inhibition of GAL4-SRC2 driven luciferase reporter, primary screen, SRC2 inhibitor project, cell-based, luminescence | Nuclear receptor coactivator 2 (Homo sapiens), Q15596 | HEK293 GAL4-SRC2 luciferase reporter | inhibition, % at 9 µM | 370,000 compounds, 0.17% hits;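 active = inhibition above the mean inhibition of all tested compounds plus 3 SD, set per campaign, cut at about 52% in these data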;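 also: 0% = DMSO treated cells and 100% = cells given Gossypol at 36 µM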
NCOA1 inh: SRC1 coactivator transcriptional activity inhibitors, primary screen, cell-based, luminescence; 360,000 compounds, 0.12% hits; inhibition, % at 3.6 µM; HEK293 GAL4-SRC1 luciferase reporter; AID 588354, 2011;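 active = inhibition above the campaign mean plus 3 SD, with each screening campaign given its own cutoff, cut at about 60% in these data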;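 also: 0% = DMSO treated cells and 100% = gossypol at 36 µM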
Target sequence (Q15788 whole entry, looked up, the tested form may be a part): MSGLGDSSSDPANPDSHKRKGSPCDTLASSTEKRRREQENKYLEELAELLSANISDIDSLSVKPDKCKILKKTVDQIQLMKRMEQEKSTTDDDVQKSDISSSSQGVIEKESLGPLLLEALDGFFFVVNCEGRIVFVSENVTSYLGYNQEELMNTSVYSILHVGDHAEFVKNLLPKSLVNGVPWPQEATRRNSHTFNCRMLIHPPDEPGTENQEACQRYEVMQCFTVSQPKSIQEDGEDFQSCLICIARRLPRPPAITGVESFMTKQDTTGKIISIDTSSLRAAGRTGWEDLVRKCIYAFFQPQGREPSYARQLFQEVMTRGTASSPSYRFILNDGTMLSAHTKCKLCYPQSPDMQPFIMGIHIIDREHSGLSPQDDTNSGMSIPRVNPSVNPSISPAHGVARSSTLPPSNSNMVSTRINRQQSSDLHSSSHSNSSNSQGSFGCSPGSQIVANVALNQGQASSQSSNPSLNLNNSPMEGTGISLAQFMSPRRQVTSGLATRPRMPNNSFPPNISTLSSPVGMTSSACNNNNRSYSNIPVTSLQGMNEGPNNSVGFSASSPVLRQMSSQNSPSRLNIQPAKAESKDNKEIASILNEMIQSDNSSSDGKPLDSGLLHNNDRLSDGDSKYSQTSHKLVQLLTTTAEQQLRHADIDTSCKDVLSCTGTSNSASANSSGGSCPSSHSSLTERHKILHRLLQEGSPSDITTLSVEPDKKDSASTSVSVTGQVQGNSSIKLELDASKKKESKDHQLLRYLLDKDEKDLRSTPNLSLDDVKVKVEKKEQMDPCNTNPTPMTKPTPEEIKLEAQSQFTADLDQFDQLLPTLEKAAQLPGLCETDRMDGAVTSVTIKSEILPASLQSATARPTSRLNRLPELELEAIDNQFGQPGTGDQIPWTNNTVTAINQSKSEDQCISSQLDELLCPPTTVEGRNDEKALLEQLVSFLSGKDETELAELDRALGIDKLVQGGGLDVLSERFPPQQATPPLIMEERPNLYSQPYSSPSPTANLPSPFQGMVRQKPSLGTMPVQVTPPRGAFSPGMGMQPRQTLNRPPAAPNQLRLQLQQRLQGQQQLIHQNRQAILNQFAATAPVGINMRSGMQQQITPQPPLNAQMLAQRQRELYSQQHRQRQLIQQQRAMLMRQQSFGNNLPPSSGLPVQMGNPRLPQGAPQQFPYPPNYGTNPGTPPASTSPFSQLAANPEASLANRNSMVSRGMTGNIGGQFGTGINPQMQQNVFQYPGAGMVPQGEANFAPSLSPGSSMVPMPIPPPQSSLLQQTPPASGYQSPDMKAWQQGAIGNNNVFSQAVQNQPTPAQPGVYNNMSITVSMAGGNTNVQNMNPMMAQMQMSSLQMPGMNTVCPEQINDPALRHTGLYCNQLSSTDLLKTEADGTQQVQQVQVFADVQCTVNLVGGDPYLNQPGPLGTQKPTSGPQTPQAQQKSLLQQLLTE
EBV LMP1 NFkB: EBV LMP1-driven NF-kappaB luciferase reporter inhibitors, primary screen, cell-based, luminescence, single point. LMP1-induced NF-kappaB luciferase reporter cells. inhibition, % at 12.5 µM. 350,000 compounds, 0.69% hits. AID 504558, 2011; in the data active = inhibition above about 41%; inconclusive = no clear call, values can overlap the other calls;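 also: 0% = neutral control wells and 100% = reference inhibitor control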
Vif imaging: HIV Vif self-association inhibitors, primary screen, imaging, HEK293T, single point; 340,000 compounds, 0.35% hits; HEK293T cells, Vif self-association by quenched fluorescence, 24 h; inhibition, % at 7.49 µM; in the data active = inhibition above about 50%, passing the limit was not always enough; inconclusive = no clear call, values can overlap the other calls; inactive = below about 31%; also: some results filed as inactive read as strong as hits
NOD2 RIPK2 PPI: NOD2-RIPK2 binding disruptors in cells, primary screen, fluorescence, CHO cells, BLA complementation; Receptor-interacting serine/threonine-protein kinase 2 (Homo sapiens), O43353; CCF4 ratio; inhibition, % at 4.98 µM; 360,000 compounds, 0.38% hits; in the data active = inhibition above about 21%;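 also: 0% = vehicle only and 100% = reference blocker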
TLR9-MyD88 inh: inhibitors of TLR9-MyD88 association in cells, primary screen, cell-based, CHO, BLA complementation, fluorescence; Toll-like receptor 9 (Homo sapiens) + Myeloid differentiation primary response protein …; CCF4 FRET ratio; inhibition, % at 4.98 µM; 340,000 compounds, 0.21% hits;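 active = inhibition above the mean over all tested compounds plus 3 SD, cut at about 21% in these data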;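 also: 0% = DMSO only wells and 100% = clavulanate BLA inhibitor control wells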
SRC3 inh: SRC3 coactivator transcriptional activity inhibitors, primary screen, cell-based, luminescence. Nuclear receptor coactivator 3 (Homo sapiens), Q9Y6Q9. HEK293 GAL4-SRC3 luciferase reporter. inhibition, % at 3.6 µM. 360,000 compounds, 0.17% hits. AID 588352, 2011;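 active = inhibition above a per-campaign cutoff, the mean of all compounds plus 3 SD, cut at about 60% in these data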;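 also: 0% = DMSO-treated cells and 100% = gossypol-treated cells at 36 µM; higher means less SRC3-driven luciferase light from the GAL4 reporter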
TROY signal inh: inhibitors of TROY-driven NF-kB signaling, primary screen, Q293 LMP1-TROYcd cells, NF-kB luciferase, uHTS | 360,000 compounds, 0.98% hits | Q293 LMP1-TROYcd NF-kB luciferase reporter, 4 h | inhibition, % at 10 µM | AID 1347056, 2019;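 active = compounds whose plate-normalised and pattern-corrected inhibition of the luciferase reporter signal at the single screening dose is 50% or more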
Active calls of the source: *; ? = inconclusive; . = not tested or not shown. Some of the compounds tested; the hit share may differ from the screen's.

SMILES | LRH-1 inv ag | COUP-TFII inh | C8 TRAIL sens | NCOA2 inhibitor | NCOA1 inh | EBV LMP1 NFkB | Vif imaging | NOD2 RIPK2 PPI | TLR9-MyD88 inh | SRC3 inh | TROY signal inh
Cc1ccc(C2C3=C(CCCC3=O)N=C3c4ccccc4C(=O)C32)cc1 (stereo not drawn) | 32 | 17 | -2 | -14 | 2 | 8 | 0 | -6 | 1 | -2 | 1
COc1cc(NC(=O)COC(=O)CCc2cc(OC)c(OC)c(OC)c2)cc(OC)c1 | -18 | 15 | 5 | -19 | -3 | -1 | 13 | 3 | 6 | 8 | -6
O=C(c1ccc(Cn2c(=O)[nH]c3ccccc3c2=O)cc1)N1CCN(c2ccccc2)CC1 | 12 | 7 | -13 | 5 | 13 | 19 | 9 | 1 | 3 | -19 | -8
O=C(O)CCCN1C(=O)c2ccc(Oc3cccc([N+](=O)[O-])c3)cc2C1=O | -6 | -5 | 0 | 23 | 9 | 4 | 11 | -8 | 6 | -16 | 19
COc1ccc(C)cc1NC(=O)c1ccc([N+](=O)[O-])cc1[N+](=O)[O-] | 30 | 6 | -8 | 0 | 9 | -3 | 20 | -7 | -15 | -2 | 4
COc1ccc(OCCSc2nnc3sc4ccccc4n23)cc1 | -34 | -24 | -3 | -27 | -7 | -5 | 1 | 1 | -9 | -21 | -59
OC(COc1ccc2ccccc2c1)CN1CCCC1 (stereo not drawn) | 9 | -16 | 1 | -8 | -3 | -18 | -2 | -2 | -3 | -16 | -21
CCOC(=O)c1nnn(-c2nonc2-n2cccc2)c1CN1CCC(C)CC1 | 1 | -14 | 2 | 5 | -12 | -6 | -10 | -1 | -10 | -2 | 2
CCCCCSc1nc(N2CCOCC2)c2c(c1C#N)CC(C)(C)OC2 | 14 | 15 | -5 | -2 | 1 | -13 | 24 | -9 | 3 | 8 | -35
O=C(NC(CSC(=O)c1ccccc1)C(=O)O)OCc1ccccc1 (stereo not drawn) | -2 | 2 | 6 | -3 | -5 | 6 | 1 | 1 | -5 | -13 | 2
COc1ccc(C)cc1-n1nnnc1SCC1CCCCO1 (stereo not drawn) | 17 | 10 | -4 | -9 | 0 | 0 | 2 | -9 | -29 | 8 | -3
O=C(CSc1ccc(-c2cccc([N+](=O)[O-])c2)nn1)N1CCCCC1 | -6 | -3 | -5 | 3 | 7 | -11 | -2 | 3 | 9 | -1 | -12
Cc1ccc(S(=O)(=O)NCCN2CCOCC2)c(C)c1 | -17 | -2 | -3 | 12 | -36 | 5 | . | 0 | -10 | 2 | -9
Cc1ccc(S(=O)(=O)N2C[C@@H](C)[C@]3(C2)[C@H](O)[C@H](OC(=O)NC2CCCC2)C[C@H]2C(=O)N(c4ccccc4)C(=O)[C@H]23)cc1 | 5 | 8 | 2 | -4 | 2 | -17 | -3 | 4 | 0 | 6 | 2
CCOCCCn1c(=S)[nH]c2cc(C(=O)N3CCN(c4ccccc4)CC3)ccc2c1=O | 7 | 12 | 2 | 3 | -9 | 6 | -8 | -1 | -15 | -8 | 18
O=C(N/N=C/c1ccc[nH]1)c1cc(-c2ccc(Cl)cc2)nc2ccccc12 | -5 | 31 | -10 | -8 | 7 | -12 | -3 | -1 | 6 | -19 | 11
N#C/C(=C\c1ccc(-c2ccccc2)cc1)c1nc(-c2ccco2)cs1 | -24 | 19 | 5 | 7 | -33 | 1 | -6 | 0 | -7 | -24 | -8
Nc1c(-c2ccccc2)c(CSc2nc3ccccc3[nH]2)nn1-c1ccc(Cl)cc1 | -25 | 2 | 11 | 10 | 9 | -8 | 4 | -5 | 4 | -1 | 4
O=C(NCCCN1CCOCC1)c1c(-c2ccccc2)oc2c1C(OCCCCCO)CCC2 (stereo not drawn) | 10 | -7 | 3 | -12 | . | . | . | -3 | . | . | 2
CCCCN(C)C(=O)CSc1nc(NCc2ccc(OC)cc2)c2ccccc2n1 | -4 | 25 | 4 | 16 | -71 | -11 | 16 | -1 | 0 | -1 | 9
O=C(CSc1nnc(CNC(=O)c2ccco2)o1)Nc1ccc(F)cc1F | -24 | -20 | 2 | 6 | 5 | 4 | -2 | -5 | -3 | 3 | -9
CC1(C)CC(=O)C2=C(C1)N(c1ccccc1C#N)C(N)=C(C#N)C2c1cccs1 (stereo not drawn) | -6 | -21 | 2 | 10 | -9 | 4 | 0 | -9 | -6 | -3 | 14
Cc1ccc(-n2nnc3c(=O)n(Cc4ccccn4)cnc32)cc1C | 1 | -11 | 5 | -19 | 5 | -6 | 2 | -12 | -6 | -11 | 6
Cc1cc(C)cc(NC(=O)CN2CCC(NC(=O)Cc3ccccc3)CC2)c1 | 15 | 18 | 6 | 9 | 3 | 1 | -3 | 1 | -6 | 10 | 14
CCCN1CCN(C(=O)Cn2nc(C)n3c(cc4sccc43)c2=O)CC1 | -10 | -2 | 9 | 12 | 9 | 3 | 7 | -5 | -4 | -6 | -9
(listing goes on)
SMILES | LRH-1 inv ag | COUP-TFII inh | C8 TRAIL sens | NCOA2 inhibitor | NCOA1 inh | EBV LMP1 NFkB | Vif imaging | NOD2 RIPK2 PPI | TLR9-MyD88 inh | SRC3 inh | TROY signal inh
CC1=C(C)N(C)[C@H](c2ccccc2Br)[C@H](O)C1=O | -18 | -26 | -18 | 7 | 1 | -1 | 1 | 10 | -8 | -1 | 12
Cc1ccc(OCC(=O)Nc2ccc3c(c2)nc(CCN2CCCC2)n3C)cc1 | -13 | 0 | -10 | -33 | -6 | 21 | 4 | -13 | -16 | -12 | 7
Cc1ccc(-n2nc3c(=O)n(CCCC(=O)NCc4ccc(C)o4)nc(C)c3c2C)cc1 | -18 | 23 | -5 | -13 | 6 | -7 | 3 | -4 | 7 | 8 | -3
COc1ccccc1CNC(=O)CCNS(=O)(=O)c1ccc2c(c1)oc(=O)n2C | -5 | -8 | 2 | -11 | -32 | -7 | 1 | -6 | 0 | 7 | 8
O=C(O)c1ccccc1OC(=O)C12CC3CC(CC(C3)C1)C2 | -1 | -16 | -3 | -11 | -3 | -10 | ? | -3 | 4 | 2 | -9
O=C(N/N=C/CCc1ccccc1)c1ccc(CN2c3cccc4cccc(c34)S2(=O)=O)cc1 | -1 | -2 | 15 | 12 | 5 | 0 | 2 | 1 | 2 | -4 | 17
CCOc1cc(C2C(C(C)=O)=C(C)Nc3ncnn32)ccc1O (stereo not drawn) | 3 | . | 1 | . | -10 | -1 | -6 | -4 | -14 | 0 | 8
COc1cccc(C2=NOC(C(=O)Nc3cccnc3)C2)c1 (stereo not drawn) | 1 | 0 | 5 | 5 | -1 | 1 | -2 | -11 | 2 | 14 | -1
CCOc1ccc(CCNC(=O)COC(=O)c2nccnc2N)cc1OCC | -1 | -8 | 2 | -5 | -7 | -2 | 17 | -3 | 4 | 2 | -5
CCOC(=O)CC(/C(C)=N\O)c1ccccc1 (stereo not drawn) | 17 | -2 | -11 | 3 | 1 | -5 | 25 | 0 | -1 | -1 | -11
O=C(CN1CCOCC1)Nc1nc(-c2ccc3c(c2)CCN3S(=O)(=O)c2ccccc2)cs1 | -3 | 42* | 8 | 16 | 9 | 17 | -13 | 6 | -6 | 25 | 47
CCOc1ccccc1C(=O)NCCNC(=O)c1ccccc1OCC | -15 | 7 | -7 | -32 | -4 | -5 | -7 | -3 | 4 | -9 | -2
Cc1cc2nc(CCl)cc(=O)n2[nH]1 | -2 | 11 | -5 | 15 | 0 | -7 | -1 | -10 | -3 | 4 | -16
CCOC(=O)C1=CN(Cc2cccc(F)c2)S(=O)(=O)N(CC)C1c1ccc(C(F)(F)F)cc1 (stereo not drawn) | 4 | 9 | 12 | -1 | 10 | -10 | -3 | -12 | -6 | 10 | 6
Cc1ccc(Cl)cc1NC(=O)COC(=O)c1ccccc1O | 15 | 0 | 2 | 5 | -11 | 4 | 1 | -1 | -1 | 15 | 0
O=C(Nc1ccccc1)c1ccc(S(=O)(=O)NCc2cccnc2)cc1 | -6 | 32 | 7 | 4 | 29 | 7 | -11 | -6 | 0 | -1 | 13
CN(C(=O)Nc1cnccc1C(F)(F)F)C1CCCCC1 | 6 | 9 | 3 | 9 | 10 | -1 | -4 | -2 | -4 | 13 | 5
CC(C)C(C)N(Cc1ccc(C(=O)O)cc1)C(=O)c1ccc2ccccc2n1 (stereo not drawn) | 7 | -5 | -5 | 10 | -26 | -4 | -3 | -2 | -2 | 13 | -15
COc1cc(/C=C/C(=O)OCC(=O)N(CC(C)C)c2c(N)n(Cc3ccccc3)c(=O)[nH]c2=O)ccc1O | 13 | -13 | 3 | 10 | -6 | 6 | 11 | -1 | -14 | 6 | -37
Cc1ccc(S(=O)(=O)Nc2ccc3nc(C)oc3c2)cc1 | 18 | 29 | 5 | 4 | -1 | 8 | -13 | 3 | 8 | 17 | 9
Cc1cc(C)c(-c2noc(C(=O)OC(C)(C)C)c2C(=O)OC(C)(C)C)c(C)c1 | 2 | -8 | -1 | 16 | -3 | 10 | . | -7 | 7 | 0 | 3
Cc1ccc(/C(N)=N/OC(=O)CCC2CCCC2)cc1 | -7 | 21 | 0 | -30 | -9 | 1 | 1 | -12 | -5 | 7 | -26
Cc1ccc(S(=O)(=O)N(C)c2ccc(OCC(=O)Nc3nc(-c4ccccc4)cs3)cc2)cc1 | 13 | 7 | 17 | 0 | -35 | 7 | 2 | 4 | -3 | 4 | -7
COc1ccc(C(C(=O)NCC2CCCO2)N(C(=O)c2snc(C(N)=O)c2N)c2ccccc2)cc1OC (stereo not drawn) | 9 | -5 | -14 | -9 | -4 | -5 | -5 | -4 | -11 | 8 | 11
C=CCN1[C@@H](Cc2ccccc2)COCCS1(=O)=O | 4 | 3 | -14 | -22 | -9 | -8 | -10 | -15 | -8 | -11 | 1
NC(=O)NCC(=O)N1CCN(S(=O)(=O)c2ccc(Cl)s2)CC1 | 3 | 5 | -16 | -24 | -4 | 1 | -13 | -3 | -11 | 13 | -11
CCn1c(=O)c2ccccc2n2c(SCC(=O)NCc3cccs3)nnc12 | -10 | -6 | -5 | -3 | 1 | 1 | -4 | 1 | -16 | 8 | 1
OCCC1CN(C2CCN(c3ccccc3)CC2)CCN1Cc1ccc(F)c(F)c1 (stereo not drawn) | -9 | 11 | -4 | 8 | -3 | 5 | 8 | -1 | 1 | 9 | -7
